Autophagy mod = modulators of autophagy; 190,000 tested, 0.98% active; AID 463193; MEF GFP-LC3 puncta imaging; test concentration mostly 10 µM; calls only at 10 µM (by protocol);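 active = percentage of spot-positive cells more than 3 SD above its plate mean, without a fluorescence outlier flag or 80% toxicity; inconclusive = no clear call, values can overlap the other calls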;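 also: spot-positive cell cutoff set from DMSO-treated cells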
Dynein transport = blocks dynein driven cargo transport along microtubules; 3617.4 mouse cells, GR-EGFP nuclear translocation imaging; test concentration mostly 20 µM; stimulated with dexamethasone, 1 µM; stronger effect = lower value; z-score, hits read low; 220,000 tested, 0.47% active; AID 1381;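 active = plate z-score of nuclear minus cytoplasmic receptor signal below a set negative limit, without overly bright fluorescence or cell loss, cut at about -3.5 in these data, passing the limit was not always enough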;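 also: z-score of nuclear minus cytoplasmic ring GR-EGFP intensity difference per well; some compounds called inactive have numbers as strong as hits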
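Buffer or medium: tet-free medium with charcoal-stripped serum / Also added: dexamethasone agonist, 1.0 µM final, for 30 min / Timing: induction 48 h, compound 1 h, agonist 30 min / Measured by: high-content fluorescence imaging after fixation / Read-out: nuclear-to-cytoplasmic GR-EGFP distribution per well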
bCat nuc transl = alters nuclear translocation of beta-catenin in HeLa cells; immunofluorescence imaging; nuclear translocation activity, % at 5 µM; 190,000 tested, 0.3% active;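 active = nuclear translocation activity above 50% at 5 µM, with a well cell count of 50 or more; inconclusive = wells under 50 cells across six images, flagged as toxic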;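 also: per-cell ratio of nuclear to cytoplasmic median beta-catenin stain intensity; plate controls were DMSO negative control for no effect and GSK-3 inhibitor IX positive control for full effect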
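Assay system: human HeLa cells, native beta-catenin; doses: 5 µM primary, 0.02–20 µM confirmation; incubation: compound treatment 24 h, 37°C, 5% CO2; technique: fluorescence imaging of beta-catenin antibody stain plus DAPI; measure: % activation, nuclear-to-cytoplasmic median beta-catenin signal ratio per cell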
CSM14.1 death rescue = rescue of cells from ER stress-induced death, primary screen, 384-well, CSM14.1, thapsigargin, ATP luminescence (AID 1222); CSM14.1 thapsigargin-induced death rescue, ATP luminescence; higher % means a stronger effect; cellular ATP content (survival), % at 20 µM, or EC50 in µM where a hit was titrated; 190,000 tested, under 10 active;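 active = EC50 below 50 µM in the dose-response confirmation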;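 also: death triggered by thapsigargin at about 15 µM added after 2 h compound pretreatment; cell ATP read after overnight thapsigargin exposure of roughly 18 to 22 hours; normalized against plate controls of thapsigargin alone and 5% DMSO vehicle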
Ins promoter up = MIN6 insulin promoter up-regulation. MIN6 insulin promoter-GFP reporter, high-content imaging; stronger effect = higher value. z-score at 5 µM. 190,000 tested, 0.3% active;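 active = z-score above 3 at 5 µM with at least 500 cells counted in the well; inconclusive = wells under 500 cells, flagged as cytotoxic or low count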
M17LAP inhibition = P. falciparum M17LAP inhibitors, primary screen, biochemical, fluorogenic H-Leu-NHMec substrate, 1536-well (AID 1619). 220,000 tested, 0.38% active. one-dose inhibition, % at 30 µM; IC50 in µM for titrated hits. recombinant M17LAP, H-Leu-NHMec fluorogenic kinetic assay; higher % means a stronger effect;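 active = compound inhibiting the enzyme by more than half at any dose during confirmatory dose-response retesting; inconclusive = strong single-dose inhibitors picked by rank but not retested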;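 also: plate controls were full reaction with DMSO carrier for no effect and no enzyme background for full effect; strong numbers were not always called active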
M1AAP inhibition = P. falciparum M1AAP inhibitors, biochemical, fluorogenic H-Leu-NHMec substrate, 1536-well (AID 1445). recombinant M1AAP, H-Leu-NHMec fluorogenic kinetic assay; higher % means a stronger effect. inhibition, % at 30 µM, or IC50 in µM where a hit was titrated. 220,000 tested, 0.42% active;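 active = primary inhibition above the hit cutoff, then over 50% inhibition at one or more dose response concentrations, cut at about 23% in these data, passing the limit was not always enough; inconclusive = conflicting primary data, or primary hits not chosen for dose response; inactive = low primary inhibition, or under 50% at every dose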;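 also: plate controls were DMSO full reaction for no effect and no enzyme background for full effect; strong numbers were not always called active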
UTI89 phage lysis = protection from phage-mediated lysis, alamar blue read-out – E. coli UTI89, K1F phage, bacterial capsule biogenesis inhibitors (AID 488966) | E. coli UTI89 K1F phage lysis, alamar blue, 2 h; higher % means a stronger effect | inhibition, % at 100 µM; hits with a dose series show IC50 in µM | 340,000 tested, 0.02% active;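 active = phage lysis inhibition, versus mean bacterial control, above a set limit; inconclusive = no clear call, values can overlap the other calls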;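 also: capsule biogenesis inhibitors block K1F phage lysis so surviving cells raise fluorescence; higher fluorescence means more inhibition of phage lysis; actives were called in the ten point dose series up to 300 µM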
MT stabilize HCS = microtubule stabilization, imaging screen; HeLa tubulin immunostaining HCS, 24 h; share of cells brighter than vehicle mean+2SD; % tubulin-high responders, % at 10 µM; 200,000 tested, 0.83% active;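 active = plate Z-score above 3 for both tubulin-high and condensed-nucleus cell shares, with cell loss under 80%, at 10 µM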;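 also: anti alpha tubulin signal scored within the nucleus-defined area of each cell; some results filed as inactive read as strong as hits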
Dynein transport cytoplasmic EGFP = second read-out of Dynein transport, no call of its own (marks repeat the call); z-score; measured here: cytoplasmic GR-EGFP intensity; stronger effect = higher value
Dynein transport nuclear GR-EGFP = second read-out of Dynein transport, no call of its own (marks repeat the call); z-score; measured here: nuclear GR-EGFP intensity;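 lower value marks the stronger effect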
Dynein transport cell count = recorded beside Dynein transport, whose call it bears; z-score; measured here: cell count per field
Ins promoter up cell count = second read-out of Ins promoter up, no call of its own (marks repeat the call); cell count; measured here: cytotoxicity, nuclei count;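 total cells summed across four imaged fields per well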
bCat nuc transl cell count 5 µM = further read-out of bCat nuc transl, marked with its call; cell count; measured here: cell count, cytotoxicity flag
MT stabilize HCS Hoechst-high % = recorded beside MT stabilize HCS, whose call it bears; % Hoechst-high responders; measured here: nuclear condensation Hoechst responders;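 share of cells brighter than vehicle mean plus two SD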
MT stabilize HCS cytotoxicity % = recorded beside MT stabilize HCS, whose call it bears; toxicity, %; measured here: cytotoxicity by cell density;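 0% = mean cell density of plate MIN control wells and 100% = no cells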
Autophagy mod cell loss 18 h = recorded beside Autophagy mod, whose call it bears; toxicity, %; measured here: cell loss, nuclei count;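 cell loss after 18 h compound exposure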
* marks the source's active call; other numbers are inactive results; i = inactive; ? = inconclusive; / = not tested or not shown; [ ] = another dose, or the depositor's remark.

SMILES	Autophagy mod	Autophagy mod cell loss 18 h	Dynein transport	Dynein transport cytoplasmic EGFP	Dynein transport nuclear GR-EGFP	Dynein transport cell count	bCat nuc transl	bCat nuc transl cell count 5 µM	CSM14.1 death rescue	Ins promoter up	Ins promoter up cell count	M17LAP inhibition	M1AAP inhibition	UTI89 phage lysis	MT stabilize HCS	MT stabilize HCS Hoechst-high %	MT stabilize HCS cytotoxicity %
Cc1ccc(Nc2nc(-c3sc(NC(=O)c4cccc(Cl)c4)nc3C)cs2)cc1	i	-4	0.14	0.086	-0.58	0.13	/	/	2.4%	/	/	-4%	10%	/	3.0	1.2	6.0
CC(C)CCN1CCN(C2CCN(c3ccc4c(c3)OCO4)CC2)CC1CCO (stereo unspecified)	i	20	0.15	-0.25	0.021	0.13	2.0	1090	-1.2%	0.19	1374	-4%	0%	-0.2%	6.9	2.1	5.7
Nc1nonc1-c1nc2ccccc2n1CC(=O)N/N=C\c1ccc(-c2ccc(Cl)cc2)o1	i	-2	-0.51	-0.14	-0.32	0.68	-1.1	1307	-0.4%	1.8	1501	3%	0%	0.4%	1.9	2.1	9.7
O=C(O)c1ccc(OC2CSC2)cc1	i	7	-1.1	-0.22	-0.27	0.31	4.2	657	-0.3%	-0.84	1403	39%	7%	0.6%	2.5	1.8	6.6
CCN(CC)C(=O)C1CCCN(Cc2sccc2C)C1 (stereo unspecified)	i	-1	-0.95	-0.066	-0.61	0.72	/	/	-1.2%	/	/	21%	8%	0.6%	0.8	0.9	15
O=C(CSCc1ccc(F)cc1)NC1CCCC1	i	-6	0.052	-0.25	-0.23	0.14	/	/	/	-0.4	1314	-3%	7%	0.0%	2.2	1.7	0.7
O=C(N/N=C/c1ccc(OC(=O)c2ccccc2)cc1)c1ccc(CN2CCOCC2)cc1	i	-33	0.55	-0.22	0.55	0.45	/	/	2.6%	/	/	-3%	-2%	-0.2%	2.4	1.7	8.8
CC(C)(SC(=S)N1CCCCCC1)C(=O)O	i	-4	-0.36	-0.24	-0.11	0.39	-0.2	1095	-2.2%	/	/	-1%	4%	-1.3%	2.3	1.9	9.2
Cc1ccc(NC2OC(CO)C(O)C(O)C2O)cc1 (stereo unspecified)	i	-1	-0.36	-0.25	-0.26	0.36	-11	1044	-1.5%	/	/	1%	10%	-1.9%	1.6	1.0	10
Clc1ccc(SCCOCCN2CCc3ccccc3C2)cc1	i	18	1.2	-0.2	0.75	-0.3	0.4	1566	-2.2%	-2	1344	-4%	6%	-0.4%	3.3	2.0	12
CCCN1Cc2cccc(C(=O)Nc3cc(OC)cc(OC)c3)c2C1=O	i	8	-0.44	-0.18	-0.074	0.41	-0.5	1429	7.4%	0.93	1561	0%	-1%	6.6%	4.1	3.0	14
C/C(=N\NC(=O)c1c(Cl)c(C)nn1C)c1ccc(NC(=O)c2ccncc2)cc1	i	21	0.28	-0.21	0.31	-0.17	/	/	1.3%	-0.23	1135	37%	1%	1.7%[50 µM]	3.3	1.7	0.6
O=C(COc1ccc2ccccc2c1)NCCc1ccc2c(c1)OCCO2	i	-5	-0.3	-0.052	-0.052	0.47	-1.8	922	-1.4%	0.08	1296	17%	1%	2.8%[50 µM]	4.6	2.7	5.9
O=C(c1ccc(CNS(=O)(=O)c2ccccc2)cc1)N1CCN(c2ccccn2)CC1	i	-2	1.5	-0.05	1	-1.1	-9.0	1205	0.7%	/	/	-1%	-3%	?	1.6	3.0	5.7
COc1ccc(C(=O)Nc2ccc(C(=O)NCCc3ccccc3)cc2)cc1	i	12	-0.57	0.08	-0.24	1	-1.5	1030	2.4%	/	/	11%	-2%	-1.3%	2.0	2.4	7.5
O=C(O)CCn1cc(/C=C/C(=O)c2ccc(Cl)cc2)c(-c2ccc(Br)cc2)n1	i	1	-1.9	0.0081	-1.2	0.45	-0.5	1178	1.6%	0.06	1395	32%	14%	-2.9%[50 µM]	5.9	4.2	0.6
COc1ccccc1-c1c(C#N)c(N)nc2c1CCC2	/	/	-0.19	-0.27	-0.12	1.6	0.0	1348	/	0.24	1479	-1%	9%	-1.8%	/	/	/
CC(c1ccccc1)n1cc(C(=O)NCC2CCCO2)nn1 (stereo unspecified)	i	3	1.7	-0.11	1.3	-1.1	-1.0	1183	4.5%	0.58	1136	8%	1%	5.2%	6.0	28	98
COc1cccc(NC(=O)CSc2nc3ccccc3cc2Cc2ccccc2)c1	i	0	0.68	-0.41	0.61	-0.43	-0.4	1343	2.3%	-0.17	1518	-1%	4%	0.1%	1.6	1.4	11
CCc1nnc(NC(=O)CCNC(=O)c2ccccc2Cl)s1	i	23	-0.65	-0.083	0.039	0.99	-2.4	1078	-1.1%	-0.46	1591	-1%	-3%	-0.6%	2.3	0.9	5.8
CCOc1cc(C=O)ccc1OCCSc1ccc(C)cc1	i	22	-0.23	-0.2	-0.42	-0.35	1.1	1066	-0.5%	0.55	1783	-9%	12%	1.1%	2.5	1.3	4.5
CC(=O)c1cccc(NC(=O)c2noc3c2CCc2ccccc2-3)c1	i	5	0.53	-0.25	1.2	-1.4	-2.8	1102	-0.8%	0.32	1168	1%	-7%	0.3%	3.3	1.6	12
FC(F)C(F)(F)C1=CC(c2cccs2)=NCCN1	i	3	0.78	-0.21	0.18	-0.2	1.1	834	-1.3%	0.32	1316	9%	7%	0.5%	3.8	2.0	8.5
O=c1cc(CSc2nnc(C3CC3)n2Cc2ccccc2)nc2sccn12	i	7	-0.58	-0.29	-0.016	1.5	-4.7	1129	-1.9%	0.21	1303	5%	0%	-0.5%	6.2	3.3	7.2
Cc1ccc(NC(=S)N2CCN(c3ccccn3)CC2)c(C)c1	i	-15	0.26	-0.23	0.47	-0.34	0.3	1523	-0.9%	0.47	1444	-6%	-9%	0.2%	2.6	1.1	8.8
SMILES	Autophagy mod	Autophagy mod cell loss 18 h	Dynein transport	Dynein transport cytoplasmic EGFP	Dynein transport nuclear GR-EGFP	Dynein transport cell count	bCat nuc transl	bCat nuc transl cell count 5 µM	CSM14.1 death rescue	Ins promoter up	Ins promoter up cell count	M17LAP inhibition	M1AAP inhibition	UTI89 phage lysis	MT stabilize HCS	MT stabilize HCS Hoechst-high %	MT stabilize HCS cytotoxicity %
Cc1nn(C)cc1C=NCCOCc1ccccc1	i	-4	0.34	-0.093	-0.15	-0.89	0.2	1329	3.0%	-0.54	1621	-2%	0%	5.4%	2.4	1.6	2.2
O=c1sc(Nc2ccccc2)nc2ccsc12	i	-4	-1.1	-0.14	-0.27	0.58	-1.2	1178	-3.4%	-0.42	981	1%	2%	-0.8%	1.3	0.9	5.9
O=C(/C=C/c1cn(CC(O)CN2CCOCC2)c2ccccc12)c1cccs1 (stereo unspecified)	/	/	0.65	0.37	0.21	-1.2	0.0	1355	/	-0.2	1036	1%	1%	/	/	/	/
O=C(CN1C2CCCC1CC(NC(=O)c1ccccc1)C2)NC1CC1 (stereo unspecified)	i	19	0.41	-0.17	0.33	-0.12	2.0	1096	-0.6%	-0.91	1167	0%	0%	-0.4%	1.1	1.3	6.5
COCCCN=C(c1ccco1)n1c(=S)nc(-c2ccco2)n(CCCOC)c1=S	i	4	-0.52	-0.33	-0.13	0.043	2.3	710	-0.2%	-0.99	1174	3%	6%	0.1%	3.5	2.5	11
CC(Oc1ccccc1)C(=O)Nc1cccc([N+](=O)[O-])c1 (stereo unspecified)	i	14	-0.19	-0.29	0.054	0.51	2.0	970	0.9%	/	/	0%	2%	0.0%	4.2	0.8	8.2
Cc1ccc(-n2c(N)c(C(=O)NCc3ccco3)sc2=S)cc1	i	8	-0.076	-0.16	0.28	0.69	-0.9	1449	-1.0%	0.82	1601	16%	29%	1.5%	3.1	1.6	6.2
Cn1c(=O)oc2cc(S(=O)(=O)N3CCCC(C(=O)N4CC=C(c5ccccc5)CC4)C3)ccc21 (stereo unspecified)	i	23	-0.48	-0.26	-0.11	0.15	/	/	0.5%	-0.16	873	-2%	12%	/	8.9	1.8	5.3
CCOC(=O)c1[nH]c(C)c(C(=O)Nc2cc(Cl)ccc2C)c1C	i	20	0.46	-0.15	0.55	0.38	58*	231*	-2.7%	0.9	930	-8%	6%	8.2%	38*	23*	65*
O=C(c1ccc(S(=O)(=O)N2CCC(c3nc4ccccc4s3)CC2)cc1)N1CCCCC1	i	2	1.4	-0.19	0.56	-0.08	/	/	/	/	/	/	/	0.8%	4.4	2.3	4.1
CCC/C(O)=N\S(=O)(=O)c1ccc(N=NN(C)C)cc1	i	-1	0.37	-0.22	0.12	-0.7	0.5	1147	-1.9%	/	/	19%	6%	0.0%	2.2	1.5	6.1
CCOc1ncccc1C(=O)OCC(=O)Nc1cccc(C(C)=O)c1	i	-11	-0.54	0.14	0.12	0.81	-2.6	992	-3.4%	2.5	758	6%	-2%	-0.2%	1.1	1.4	6.7
O=C(Nc1ccc(N2CCOCC2)cc1)Nc1cnsn1	i	1	2.5	-0.19	1.9	-1.6	-3.4	1103	-2.1%	0.91	1953	10%	7%	0.6%	3.2	1.6	8.2
CCOC(=O)Cn1c(C)[n+](CC(=O)c2ccccc2)c2ccccc21	/	/	-0.25	-0.23	-0.18	0.25	-3.9	1208	/	0.04	1429	2%	1%	0.5%	/	/	/

Screening data from PubChem.
